Epigenetic reg: Quantitative High-Throughput Screen for Regulators of Epigenetic Control | murine LDR cells, GFP reporter derepression, 30 h | Potency, µM (top dose mostly 53.9 µM), inactives show at the top dose GFP activation, usual class: activators | 280,000 tested, 0.2% active | AID 1865, 2009; also: potency is read from the fitted curve at half-maximal effect; % of control where 0% means no effect; nearly all actives have a fitted effect of over 60% in size
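Readout is the number of GFP-expressing murine LDR cells, counted by cytometry following washing. Cells were treated with compound for 30 h at 37 C; the stably integrated CMV-GFP locus is normally silent.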
IMPase Li cell: qHTS Assay for Identifying the Cell-Membrane Permeable IMPase Inhibitors: Potentiation with Lithium; AID 1457, 2008; Potency, µM (top dose mostly 59.4 µM), for the others: top-dose activity, negative = IMPase inhibition, hits mostly inhibitors; 210,000 tested, 0.35% active; CHO-M1 cells, IP1 TR-FRET (IP-One), carbachol + lithium;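 also: IP1 builds up when IMPase is blocked and the TR-FRET signal falls; potency is read from the fitted curve at half-maximal effect; plate controls were basal vehicle for no effect and high inhibitor control for full effect; nearly all actives have a fitted effect of over 50% in size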
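CHO cells stably expressing M1 receptor (2000/well) were cultured 16–30 h, then exposed to compounds with a small lithium addition for 30 min at 37C. IP1 was measured by TR-FRET competition; AC50 from Hill fits.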
HttQ103 aggreg: qHTS Multiplex Assay to Identify Dual Action Probes in a Cell Model of Huntington: Aggregate Formation (GFP) | PC12 HttQ103-GFP aggregates, Acumen cytometry, 40 h | 220,000 tested, 1.1% active | Potency, µM (top dose mostly 46.1 µM), for inactives: at the highest dose activity change, negative = inhibition, most hits filed as inhibitors; also: potency is read from the fitted curve at half-maximal effect; % is scaled to controls: 0 for no effect and ±100 for the full control effect; nearly all actives have a fitted effect of over 60% in size
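Multiplexed with ATP-based cell death, this channel scores GFP aggregates in PC12 cells expressing inducible HTTex1-Q103-GFP. Induction used 100 nM tebufenozide; compounds were tested in concentration series.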
CBFb-RUNX1 inh: qHTS Assay for Compounds Blocking the Interaction Between CBF-beta and RUNX1 for the Treatment of Acute Myeloid Leukemia. Runt-related transcription factor 1 (Homo sapiens) + Core-binding factor subunit beta …. AID 1477, 2009. AlphaScreen CBFb-His/RUNX1-biotin binding, biochemical. Potency, µM (titrated, usually from 59.8 µM), for the others: at the top dose activity, negative = inhibition, actives largely listed as inhibitors. 230,000 tested, under 10 active; also: % of control where 0% means no effect
Target sequence (Q01196 whole entry, looked up): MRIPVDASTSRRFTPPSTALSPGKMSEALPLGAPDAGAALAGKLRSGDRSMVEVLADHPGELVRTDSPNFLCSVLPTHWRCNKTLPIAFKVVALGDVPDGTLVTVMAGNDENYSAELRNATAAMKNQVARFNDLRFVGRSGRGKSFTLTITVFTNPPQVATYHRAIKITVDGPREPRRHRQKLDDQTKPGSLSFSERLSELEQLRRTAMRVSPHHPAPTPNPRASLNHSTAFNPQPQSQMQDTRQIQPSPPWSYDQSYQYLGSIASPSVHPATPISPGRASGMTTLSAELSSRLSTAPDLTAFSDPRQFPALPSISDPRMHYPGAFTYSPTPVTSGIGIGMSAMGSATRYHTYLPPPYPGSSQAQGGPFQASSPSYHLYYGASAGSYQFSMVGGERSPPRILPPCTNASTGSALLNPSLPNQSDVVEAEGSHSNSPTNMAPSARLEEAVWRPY
Target sequence (Q13951 whole entry, looked up): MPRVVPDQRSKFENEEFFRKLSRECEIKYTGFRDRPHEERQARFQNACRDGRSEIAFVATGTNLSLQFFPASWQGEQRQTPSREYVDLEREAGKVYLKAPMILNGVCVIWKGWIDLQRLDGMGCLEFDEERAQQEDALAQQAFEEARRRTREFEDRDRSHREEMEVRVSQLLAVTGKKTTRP
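Bead-based AlphaScreen assay; binding partners His-tagged CBF-beta and biotinylated RUNX1 at 30 nM each. Compound exposure 15 min after a 20-min protein preincubation; bead step 90 min; all steps at room temperature.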
NPSR antag: qHTS Assay for Antagonists of the Neuropeptide S Receptor: cAMP Signal Transduction; Q6W5P4; CHO-NPSR cells, cAMP TR-FRET, antagonist mode; Potency, µM (top dose mostly 38.3 µM), without a hit: at the top dose activity change, negative = inhibition, most hits filed as inhibitors; 220,000 tested, 1% active; AID 1461, 2008; also: potency is read from the fitted curve at half-maximal effect; % is scaled to controls: 0 for no effect and ±100 for the full control effect; nearly all actives have a fitted effect of over 50% in size; many of its hits are not listed in these tables
Target sequence (Q6W5P4 whole entry, looked up): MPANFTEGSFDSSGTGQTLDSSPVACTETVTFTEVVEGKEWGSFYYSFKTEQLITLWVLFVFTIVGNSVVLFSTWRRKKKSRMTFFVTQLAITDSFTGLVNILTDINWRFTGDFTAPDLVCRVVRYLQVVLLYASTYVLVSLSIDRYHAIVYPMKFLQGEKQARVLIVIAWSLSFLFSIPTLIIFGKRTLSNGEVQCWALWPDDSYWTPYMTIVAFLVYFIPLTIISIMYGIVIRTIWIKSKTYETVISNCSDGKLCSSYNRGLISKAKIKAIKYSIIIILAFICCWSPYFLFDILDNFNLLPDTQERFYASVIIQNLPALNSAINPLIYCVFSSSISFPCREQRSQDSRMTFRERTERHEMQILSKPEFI
L3MBTL1 inh: qHTS Assay for the Inhibitors of L3MBTL1; Lethal(3)malignant brain tumor-like protein 1 (Homo sapiens), Q9Y468; AlphaScreen L3MBTL1–H3K9me1 peptide binding; Potency, µM (highest dose often 57.1 µM), for inactives: at the top dose activity, negative = inhibition, most hits filed as inhibitors; 230,000 tested, 0.66% active; also: potency is read from the fitted curve at half-maximal effect; % is scaled to controls: 0 for no effect and ±100 for the full control effect; nearly all actives have a fitted effect of over 60% in size
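L3MBTL1 50 nM + b-AHA-H3(1-15)K9me1 75 nM, 30 min RT; compound added, 30 min RT; streptavidin donor/Ni-chelate acceptor beads 10 ug/mL each final, 30 min RT dark; AlphaScreen read.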
KinaseGlo FLuc: Counterscreen for Luciferase (Kinase-Glo TM) Inhibition; Luciferin 4-monooxygenase (Photuris pensylvanica), Q27757; Kinase-Glo luciferase, ATP luminescence, 8 min; Potency, µM (series often up to 38.3 µM), inactives show at the top dose activity change, negative = inhibition, most hits filed as inhibitors; 200,000 tested, 0.28% active; AID 1379, 2008; also: potency is read from the fitted curve at half-maximal effect; % is scaled to controls: 0 for no effect and ±100 for the full control effect; nearly all actives have a fitted effect of over 60% in size
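Recombinant Kinase-Glo luciferase, 10 uM ATP (linear range), luciferin; imidazole pH 7.2 / KCl / MgCl2 / Tween / BSA buffer; 8 min RT; luminescence.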
An asterisk follows results filed as active; [ ] = dose if it differs, or a comment. Calls follow the shape of the dose curve; as a rule, active = well fitted curve in the direction sought with a large enough effect; inconclusive = small, poorly fitted or top-dose-only effect, or another doubt; inactive = no such curve, though single readings can be large; an effect the other way counts as inactive or inconclusive. Only part of the results is shown (hit frequency here may not be typical).

O=C1CC(c2cccs2)Sc2nc3ccccc3n21 (stereo unspecified) was read as Epigenetic reg -0.9%, IMPase Li cell 28%[38.3 µM], HttQ103 aggreg -16%, CBFb-RUNX1 inh 3%, NPSR antag -3%[46.1 µM], L3MBTL1 inh 3% and KinaseGlo FLuc -15%.
Screening CCN(C(=O)COC(=O)c1ccc(Cl)cc1N)C1CCCCC1 returned Epigenetic reg -0.2%, IMPase Li cell 6%, HttQ103 aggreg 0%, CBFb-RUNX1 inh 10%, NPSR antag -21%, L3MBTL1 inh -1% and KinaseGlo FLuc 0%.
Screening Cc1nc(-c2cccc3ccccc23)ccc1C(=O)O returned Epigenetic reg 3.1%, IMPase Li cell -5%, HttQ103 aggreg -14%, CBFb-RUNX1 inh 8%, NPSR antag 4%, L3MBTL1 inh 5% and KinaseGlo FLuc 0%.
CCCCc1ccc(NC(=S)NCCc2ccc(F)cc2)cc1 was read as Epigenetic reg -1.5%, IMPase Li cell 21%, HttQ103 aggreg inconclusive, CBFb-RUNX1 inh 12%, NPSR antag -59%, L3MBTL1 inh 15% and KinaseGlo FLuc 1%.
`COc1ccc(OCCNS(=O)(=O)Cc2ccccc2)cc1` gave Epigenetic reg -1.0%, IMPase Li cell 9%, HttQ103 aggreg 14%, CBFb-RUNX1 inh -1%, NPSR antag 4%, L3MBTL1 inh -15% and KinaseGlo FLuc 4%.
For CCCCCCCCCC(=O)OCC(O)CO (stereo unspecified) the results were Epigenetic reg 1.1%, IMPase Li cell 2%, HttQ103 aggreg -17%, CBFb-RUNX1 inh 5%, NPSR antag -13%, L3MBTL1 inh 5% and KinaseGlo FLuc -1%.
For C=CCn1c(SCc2ccc(C(=O)Nc3nccs3)cc2)nnc1-c1ccc(C)c(Cl)c1 the results were Epigenetic reg -0.1%, IMPase Li cell 25%, HttQ103 aggreg inconclusive, CBFb-RUNX1 inh -23%, NPSR antag -1%, L3MBTL1 inh -13% and KinaseGlo FLuc -3%.
Screening CCc1c(C(=O)Nc2ccncc2)csc1C returned Epigenetic reg 0.0%, IMPase Li cell 14%[38.3 µM], HttQ103 aggreg -12%, CBFb-RUNX1 inh 2%, NPSR antag 10%[46.1 µM], L3MBTL1 inh 5% and KinaseGlo FLuc -4%.
`COC1CC(O[C@H]2/C(C)=C/CC3CC(C[C@]4(CCC(C)C(C5CCCCC5)O4)O3)OC(=O)[C@H]3C=C(C)/C(=N/O)C4OC/C(=C\C=C\[C@@H]2C)[C@@]43O)OC(C)C1O` (stereo partly specified) gave Epigenetic reg 1.3%, IMPase Li cell -1%, HttQ103 aggreg -2%, CBFb-RUNX1 inh 4% and KinaseGlo FLuc 3%.
Screening Cn1ncc(N2CCN(S(=O)(=O)c3ccc(Br)cc3)CC2)c(Cl)c1=O returned Epigenetic reg -0.4%, IMPase Li cell 11%, HttQ103 aggreg -7%, CBFb-RUNX1 inh 3%, NPSR antag -15%, L3MBTL1 inh 2% and KinaseGlo FLuc 1%.
`CC(c1ccccc1)N1C(=O)C2C3C=CC(C4CC34)C2C1=O` (stereo unspecified) gave Epigenetic reg 1.0%, IMPase Li cell 13%, HttQ103 aggreg -3%[9.22 µM], CBFb-RUNX1 inh 9%, NPSR antag -5%, L3MBTL1 inh 4% and KinaseGlo FLuc 0%.
Screening O=C(O)c1cccc(N/N=C/c2cccnc2)c1 returned Epigenetic reg 1.1%, IMPase Li cell 6%, HttQ103 aggreg -17%, CBFb-RUNX1 inh 0%, NPSR antag -17% and KinaseGlo FLuc -3%.
Screening CCC(C)c1cc(S(=O)(=O)N2CCOCC2)ccc1OC (stereo unspecified) returned Epigenetic reg -0.7%, IMPase Li cell 10%[38.3 µM], HttQ103 aggreg -11%, CBFb-RUNX1 inh 2%, NPSR antag 13%[46.1 µM], L3MBTL1 inh 4% and KinaseGlo FLuc -6%.
`CC(C)(C)C(=O)Nc1nnc(-c2ccccc2)c(-c2ccccc2)n1` gave Epigenetic reg 1.1%, HttQ103 aggreg -17%[9.22 µM], CBFb-RUNX1 inh 2%, NPSR antag 9%[7.67 µM] and L3MBTL1 inh 9%.
Screening CCc1ccc(S(=O)(=O)Nc2c(C)nn(C)c2C)cc1 returned Epigenetic reg -0.8%, IMPase Li cell 31%[38.3 µM], HttQ103 aggreg inconclusive, CBFb-RUNX1 inh 1%, NPSR antag -15%[46.1 µM] and KinaseGlo FLuc -5%.
COc1ccc(/C(O)=C2/C(=O)C(=O)N(c3ncccn3)C2c2ccc(C(C)(C)C)cc2)cc1 (stereo unspecified) was read as Epigenetic reg 0.1%, IMPase Li cell inconclusive, HttQ103 aggreg -5%, CBFb-RUNX1 inh -4%, NPSR antag -51% and KinaseGlo FLuc -3%.
For O=C(CCSc1ccccc1)Nc1nc2c(s1)CCCC2 the results were Epigenetic reg -1.0%, IMPase Li cell 28%[38.3 µM], HttQ103 aggreg -19%, CBFb-RUNX1 inh 0%, NPSR antag -10%[46.1 µM] and KinaseGlo FLuc -5%.
Screening CC1(C)CC(=O)C2=C(C1)OC(N)=C(C#N)C2c1ccsc1 (stereo unspecified) returned Epigenetic reg 0.9%, IMPase Li cell 9%, HttQ103 aggreg 5%, CBFb-RUNX1 inh 6%, NPSR antag 10%[46.1 µM], L3MBTL1 inh 3% and KinaseGlo FLuc -3%.
COC(=O)CCC(=O)OC1(C)C(=O)C=C2C=C(C3CC3)N(C3CC3)C=C2C1=O (stereo unspecified) was read as Epigenetic reg 6.5%, IMPase Li cell 9%, HttQ103 aggreg 5%[9.22 µM], CBFb-RUNX1 inh 9%[13.1 µM], NPSR antag 0% and KinaseGlo FLuc -4%[7.66 µM].
`O=C(c1ccco1)N1CCN(C(=O)C2Cc3ccccc3CN2S(=O)(=O)c2ccc(F)cc2)CC1` (stereo unspecified) gave Epigenetic reg -0.7%, IMPase Li cell -7%[38.3 µM], HttQ103 aggreg 9%, CBFb-RUNX1 inh -4%, NPSR antag inconclusive, L3MBTL1 inh 0% and KinaseGlo FLuc -4%.
`CCOCCc1nnc(NC(=O)CN2C(=O)c3ccccc3C2=O)s1` gave Epigenetic reg -0.7%, IMPase Li cell 15%[38.3 µM], HttQ103 aggreg -6%, CBFb-RUNX1 inh 7%, NPSR antag 22%[46.1 µM], L3MBTL1 inh -3% and KinaseGlo FLuc -1%.
C/C(=N\NC(=O)c1cc(C(C)(C)C)[nH]n1)C12CC3CC(CC(C3)C1)C2 was read as Epigenetic reg 3.9%, IMPase Li cell 10%, HttQ103 aggreg -10%[9.22 µM], CBFb-RUNX1 inh 6%, NPSR antag 35%, L3MBTL1 inh -13% and KinaseGlo FLuc 2%.
Screening CCC(Oc1ccccc1)C(=O)O/N=C(\N)c1ccc(OC)c(OC)c1 (stereo unspecified) returned Epigenetic reg 0.0%, IMPase Li cell 7%, HttQ103 aggreg -7%, CBFb-RUNX1 inh inconclusive, NPSR antag 5%, L3MBTL1 inh 41%[activator] and KinaseGlo FLuc 0%.
O=C(c1ccco1)N1CCN(c2cc(C(F)(F)F)nc3ncnn23)CC1 was read as Epigenetic reg inconclusive, HttQ103 aggreg 8%, CBFb-RUNX1 inh -1%, NPSR antag -1%[46.1 µM] and L3MBTL1 inh 2%.
`CC(C)NC(=O)COC(=O)c1cc(F)c(F)cc1Cl` gave Epigenetic reg -0.8%, IMPase Li cell 29%[38.3 µM], HttQ103 aggreg -21%, CBFb-RUNX1 inh 1%, NPSR antag -5%[46.1 µM] and KinaseGlo FLuc 2%.
O=C(Nc1ccc(NC(=S)NC(=O)c2cccs2)cc1)c1ccccc1 was read as Epigenetic reg 0.0%, IMPase Li cell 2%, HttQ103 aggreg 7%, CBFb-RUNX1 inh 6%, NPSR antag -9%, L3MBTL1 inh -4% and KinaseGlo FLuc -2%.
Screening C=C1c2cccc(OC)c2O[C@H](C(=O)OCC)[C@@H]1CC(CC)CCCC (stereo partly specified) returned Epigenetic reg 4.0%, IMPase Li cell 10%, CBFb-RUNX1 inh 11%[89.1 µM], L3MBTL1 inh 22% and KinaseGlo FLuc 0%[39.9 µM].
O=C(Nc1nccs1)c1ccc(-c2ccccc2Cl)o1 was read as Epigenetic reg 4.6%, IMPase Li cell 7%, HttQ103 aggreg -15%, CBFb-RUNX1 inh 6%, NPSR antag -16%[46.1 µM], L3MBTL1 inh 1% and KinaseGlo FLuc -14%.
For O=C(Nc1cccc(Br)c1)c1ccn[nH]1 the results were Epigenetic reg -1.0%, IMPase Li cell -12%[38.3 µM], HttQ103 aggreg 8%, CBFb-RUNX1 inh 1%, NPSR antag 18%[46.1 µM], L3MBTL1 inh 0% and KinaseGlo FLuc -2%.
COC(=O)c1ccc(C(=O)OC)c(NC(=O)COC(=O)CC2CC3CCC2C3)c1 (stereo unspecified) was read as Epigenetic reg -1.8%, IMPase Li cell 0%[38.3 µM], HttQ103 aggreg 9%[9.22 µM], CBFb-RUNX1 inh 11%, NPSR antag -8%[46.1 µM] and KinaseGlo FLuc 2%.
Screening COc1ccc2c(c1)c(=O)c(C(=O)O)c(-c1ccc3c(c1)OCO3)n2C returned Epigenetic reg -4.3%, IMPase Li cell -29%, HttQ103 aggreg -2%, CBFb-RUNX1 inh 3%, NPSR antag -16%, L3MBTL1 inh 3% and KinaseGlo FLuc -5%.
For C[C@@]12CC[C@@H]3c4ccc(O)cc4C[C@H](CCCCCCCCCS(=O)CCCC(F)(F)C(F)(F)F)[C@H]3[C@@H]1CC[C@@H]2O (stereo partly specified) the results were Epigenetic reg -0.3%, IMPase Li cell 7%, CBFb-RUNX1 inh 11%[21.7 µM] and KinaseGlo FLuc -1%.
Screening COc1ccc(/C=N/n2c(C)nnc2C)c(OC)c1OC returned Epigenetic reg -1.1%, IMPase Li cell -13%[38.3 µM], HttQ103 aggreg 19%, CBFb-RUNX1 inh 1%, NPSR antag -1%[46.1 µM], L3MBTL1 inh 39%[activator] and KinaseGlo FLuc -2%.

Screening data as filed in PubChem BioAssay.
